TAG inh – reduces triacylglycerol accumulation in H9c2 cells; AID 651582; inhibition, % at 12.5 µM; Nile Red lipid (TAG) fluorescence; cells loaded with 200 µM oleic acid; 0.66% of 230,000 active;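 active means pattern-corrected inhibition of lipid staining of at least 50% with the nuclear-stain viability signal not falling by more than 50%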;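 further: 0% = DMSO wells and 100% = triacsin C control wells; some results filed as inactive read as strong as hits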
TAG inh DAPI viability – second read-out of TAG inh, no call of its own (marks repeat the call); DAPI nuclei signal change (viability), lower = more cytotoxic, %;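 whole-well DAPI fluorescence read on a plate reader as a viability signal; minus 50 percent equals half of cells still viable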
Active calls of the source: *.

SMILES,TAG inh DAPI viability,TAG inh
O=C(COc1cccc(C(F)(F)F)c1)NNC(=O)Cc1ccc(S(=O)(=O)N2CCOCC2)s1,-15,-2
O=C(CN1C(=O)CCC1=O)Nc1ccc(Br)cc1,-4,14
COC(=O)c1c(-c2ccccc2)c(-c2ccccc2)nn(C)c1=O,2,-9
N#Cc1ccccc1NC(=O)COC(=O)COc1ccccc1[N+](=O)[O-],1,-9
Cc1ccc(C(=O)OCc2nnc(-c3ccccc3)o2)o1,-6,29
CCCCN(CCCC)CCCNC(=O)c1ccc2nc(-c3ccccc3NC(C)=O)c(=O)[nH]c2c1,5,0
CCN(CC)Cc1c(O)ccc2c(-c3ccccc3)cc(=O)oc12,13,1
Cc1nc(-c2ccc(Cl)cc2)sc1C1(C)CC(c2c(Cl)cccc2Cl)=NO1 (stereo not given),0,4
CN1CCN(S(=O)(=O)c2cccc(C(=O)Oc3ccccc3Cl)c2)CC1,4,31
COc1ccc(N2CC(C(=O)Nc3ccc(S(=O)(=O)Nc4nccs4)cc3)CC2=O)cc1 (stereo not given),-5,9
Nc1nc(-c2ccco2)nn1C(=O)c1ccc([N+](=O)[O-])cc1,7,4
Cc1c(CN2CCC(n3nccc3NC(=O)C3CCOC3)CC2)[nH]c2ccccc12 (stereo not given),6,-20
CCN(CC)S(=O)(=O)c1csc(C(=O)NCc2ccccc2)c1,-1,14
CCOc1ccc(S(=O)(=O)Nc2nc3ccccc3nc2-n2ccc(=NC(=O)c3ccccc3C)cc2)cc1,4,-7
O=C(O)CC(NS(=O)(=O)c1ccc2c(c1)OCCO2)c1ccccc1[N+](=O)[O-] (stereo not given),-2,-5
CC(=O)c1cccc(NC(=O)N2CCCC2C(=O)Nc2cc(C)ccc2C)c1 (stereo not given),-2,-1
CS(=O)(=O)N(CC(=O)NCCSCc1ccco1)c1ccc(Cl)cc1,-4,-1
O=C(Nc1c(Br)cc2c(c1Br)Cc1ccccc1-2)C(Cl)Cl,-3,8
COc1cccc(-c2nn(-c3ccc(C)cc3)cc2C(=O)N2CCN(C3CCS(=O)(=O)C3)CC2)c1 (stereo not given),-6,-4
C/C(=N\NC(=O)C1CCCN(S(=O)(=O)c2ccccc2)C1)c1ccccn1 (stereo not given),-14,8
CCOC(=O)C1CCN(C(=O)C2CC(=O)N(c3ccc4c(c3)OCCO4)C2)CC1 (stereo not given),-5,20
FC(F)(F)c1ccc2c(c1)n(Cc1ccccc1)c1[n+]2CCCCC1,-11,11
Cc1ccc(S(=O)(=O)N(C)Cc2ccc(C(=O)N/N=C3\CCCC(=O)C3)cc2)cc1,-11,29
COC(=O)CNc1nc(OC)nc(N(C)C)n1,-17,14
O=C(Nc1cc(Cl)ccc1Cl)c1ccco1,-1,-3

Other compounds follow.
SMILES,TAG inh DAPI viability,TAG inh
COc1cc(-c2nc(=S)[nH][nH]2)cc(OC)c1OC,3,-8
Cc1ccc2nc(Cl)c(/C=N/Nc3ccc(C(=O)O)cc3)cc2c1,-7,14
Cc1ccccc1C(=O)Nc1nnc(CC(=O)N/N=C/c2ccncc2)s1,1,-7
O=C(NC1CCCCCCC1)c1cnccn1,-16,10
Cc1ccc(C)c(NC(=O)C2CCCN2C(=O)NC2CCCCC2)c1 (stereo not given),-5,5
CC(NC(=O)c1c(O)c2ccccc2n(C)c1=O)c1ccccc1 (stereo not given),-4,-12
Cc1oc(-c2ccc(Cl)cc2)nc1CS(=O)CC(=O)NCCCN(C)C1CCCCC1 (stereo not given),1,22
COc1ccc(OC)c(C(=O)c2ccc(C(=O)N3CCCCC3)cc2)c1,-3,9
CCc1nnc(NC(=O)C2CC(=O)N(Cc3ccccc3)C2)s1 (stereo not given),-6,1
CCCCOc1ccc(-c2nnn(CC(=O)c3c[nH]c4ccccc34)n2)cc1,-9,2
CCC(=O)Nc1ccc(NC(=O)c2ccc3c(c2)OCO3)cc1,4,-11
CC(C)C[C@H](NC(=O)c1nc[nH]c1C(=O)NC1CCNCC1)C(=O)OCc1ccccc1,1,-21
COc1ccc(NC(=O)COC(=O)C23CC4CC(CC(Cl)(C4)C2)C3)c(OC)c1,-1,-18
CCOC(=O)c1[nH]c2ccc(OC)cc2c1NC(=O)c1ccc2c(c1)OCO2,-11,17
CCCCn1c(N)c(N(CC(C)C)C(=O)C(C)SCc2nc3sc(C)c(C)c3c(=O)[nH]2)c(=O)[nH]c1=O (stereo not given),-1,-8
O=C(/C=C/c1c(F)cccc1Cl)Nc1cccnc1,-3,5
C=CCN=c1scc(-c2ccc(F)cc2)n1/N=C/c1ccccn1,-5,2
Cc1cccc(CSC2=NN3CCCC(=O)N=C3S2)c1,-9,8
CN1C(C(=O)NCc2ccc(OC(F)(F)F)cc2)CC2Cn3c(nc4cc5ccccc5cc43)C21 (stereo not given),-2,-10
Cc1cccc(OCC(=O)Nc2nnc(S(=O)(=O)N3CCC(C)CC3)s2)c1,-4,4
Cc1nc2cc(S(=O)(=O)C(F)(F)F)ccc2s1,0,-9
N#C/C(=C(/O)CSc1n[nH]c(N)n1)c1nc2ccccc2[nH]1,4,-6
Cc1cc(N2CCOCC2)nc(N)n1,6,1
COC(=O)c1ccccc1OCCOCCOc1cccc2cccnc12,11,-25
Cc1ccc(S(=O)(=O)N2CCN(C(=O)COC(=O)/C=C/c3ccccc3F)CC2)c(C)c1,-4,16

An excerpt from above in order of number of heavy atoms, ascending:
SMILES,TAG inh DAPI viability,TAG inh
Cc1cc(N2CCOCC2)nc(N)n1,6,1
CCc1nnc(NC(=O)C2CC(=O)N(Cc3ccccc3)C2)s1 (stereo not given),-6,1
CC(NC(=O)c1c(O)c2ccccc2n(C)c1=O)c1ccccc1 (stereo not given),-4,-12
Cc1ccccc1C(=O)Nc1nnc(CC(=O)N/N=C/c2ccncc2)s1,1,-7

Back to the main list, starting six compounds before the break.
SMILES,TAG inh DAPI viability,TAG inh
Cc1cccc(OCC(=O)Nc2nnc(S(=O)(=O)N3CCC(C)CC3)s2)c1,-4,4
Cc1nc2cc(S(=O)(=O)C(F)(F)F)ccc2s1,0,-9
N#C/C(=C(/O)CSc1n[nH]c(N)n1)c1nc2ccccc2[nH]1,4,-6
Cc1cc(N2CCOCC2)nc(N)n1,6,1
COC(=O)c1ccccc1OCCOCCOc1cccc2cccnc12,11,-25
Cc1ccc(S(=O)(=O)N2CCN(C(=O)COC(=O)/C=C/c3ccccc3F)CC2)c(C)c1,-4,16
Cc1cccc(NC(=O)c2cccc(S(=O)(=O)N(C)C3CCCCC3)c2)n1,110,-23
COc1cc(C(=O)OCC(=O)NCCC2=CCCCC2)ccc1OCC(C)C,3,7
N#Cc1ccc(CN2CCN(C(=O)c3cccc(S(=O)(=O)N4CCCCCC4)c3)CC2)cc1,-5,-11
Cc1ccc(CC(=O)O/N=C(\N)c2ccccn2)cc1,-1,-1
c1ccc(-c2[nH]ncc2CN2CCN(Cc3ccc4c(c3)OCO4)CC2)cc1,14,-15
CS(=O)(=O)N1CCN(C(=O)Nc2ccccc2)CC1,-6,-6
COc1ccc(COC(=O)CCS(=O)(=O)c2ccc(C)cc2)cc1F,-2,2
COc1cc(NC(=O)Cc2c(C(=O)O)n(C)c3ccccc23)cc(OC)c1OC,-5,3
Brc1ccc(/C=N/N2CCN(C3c4ccccc4-c4ccccc43)CC2)s1,5,10
c1ccc(C2Nc3ccccc3-c3nc4ccccc4n32)nc1 (stereo not given),15*,55*
CCC(C)NC(=O)c1cc(CC(C)C)on1 (stereo not given),-11,6
CCCCCC1=NN2C(=O)CC(=O)N=C2S1,99,2
CCOc1ccc(CNc2ccc(N3CCOCC3)c(C(=O)O)c2)cc1,-6,-19
Cn1cccc1/C=C1\CCC/C(=C\c2cccn2C)C1=O,-12,-79
COc1ccc(NC(=O)N(C)C[C@H]2Oc3ccc(NS(=O)(=O)c4ccccc4)cc3C(=O)N([C@H](C)CO)C[C@@H]2C)cc1,-35,-2
CCCc1nnc2n1N=C(c1ccc([N+](=O)[O-])cc1)CS2,4,0
COC(=O)c1c(N)sc(C(=O)N2CCOCC2)c1C,10,-7
Cc1ccc(-c2nc(C)sc2CC(=O)NCc2ccco2)cc1,-10,-4
CCOc1cc2c(C#N)c(N(CC)CC)nc(N)c2c(N)n1,4,-8
CCC(CC)N1CCN(CCc2ccccc2)C(CCO)C1 (stereo not given),13,3
CCN1CCCc2cc(CN(CCN3CCOCC3)C(=S)Nc3ccccc3OC)ccc21,-7,-3
Cc1cc(C)nc(SCc2nnc(SCC(=O)Nc3c(C)cccc3C)o2)n1,-3,-1
CCC(C)N(C(=O)C(F)(F)F)C(C(=O)NC1CCCCC1)c1ccncc1 (stereo not given),10,0
CC(C)(C)OC(=O)NCC(=O)NCC(=O)OCc1ccccc1,0,5
COc1ccc(NC(C)=O)cc1NC(=O)c1cccc(S(=O)(=O)N2CCc3ccccc32)c1,-8,16

New compounds follow.
SMILES,TAG inh DAPI viability,TAG inh
O=C(CC1CCCCC1)NCc1ccccc1,-2,12
CC(=O)NN1C(=O)/C(=C/c2ccc(Br)o2)SC1=S,7,0
CCN(CC(=O)Nc1c(F)cccc1F)C(=O)c1ccc(OCC(=O)N2CCOCC2)c(OC)c1,-1,2
Cc1ccc(-c2nc(N)n(C(=O)Cc3ccccc3)n2)cc1,-2,2
[O-]/[N+](=N\Nc1ccc(Cl)cc1)c1ccccc1,2,-3
O=C(Nc1cccc(/C=C/c2ccccn2)c1)c1ccc(-n2cncn2)c([N+](=O)[O-])c1,-2,23
Cc1cc(C)c(OCC(=O)OC(C)C(=O)N2CCc3ccccc32)c(C)c1 (stereo not given),1,12
Cc1noc(C)c1S(=O)(=O)N(C)C[C@H]1OCc2cnnn2CCCC(=O)N([C@H](C)CO)C[C@@H]1C,7,-7
Cc1ccc(NC(=O)c2cccnc2)c([N+](=O)[O-])c1,0,7
Cc1oc2nc(SCC(=O)NC3CCCCC3)nc(N)c2c1C,5,7
Cc1ccc(-c2nn(C)c(=O)c3ccccc23)cc1CNC(=O)c1ccco1,-4,17
Cc1ccc(S(=O)(=O)NC(=O)C2(C)CCN2C(=O)CCc2ccc(Cl)cc2Cl)nc1 (stereo not given),7,5
COc1ccc(C(=O)OCC(=O)Nc2ccc(N3CCOCC3)cc2)cc1,-1,-12
Cc1ccc(NC(=O)CCC(=O)N2CCN(S(=O)(=O)c3ccc(C)cc3)CC2)cc1,8,0
CCOC(=O)CCNC(=O)N1CCC(CCOc2ccccc2)(C(=O)OCC)CC1,-9,8
NC(=S)c1cc2cc(Br)ccc2oc1=O,9,-1
CCC1(CC)C(=O)N(C)C(=O)NC1=Nc1ccc(OC)cc1,-3,-7
Cc1ccc(/C=N/n2cnc3sc(-c4ccccc4)cc3c2=O)o1,-4,-17
Cc1ccc(S(=O)(=O)Nc2ccccc2F)cc1C(=O)N1CCN(c2ccccc2O)CC1,-3,-9
CN(C(=O)c1ccc(NC(=O)Cc2cccc(NC(=O)C3CCN(C(=O)c4ccccc4)CC3)c2)cc1)C1CCCC1,7,-6
N=c1c2c(ncn1CCN1CCOCC1)Oc1ccc3ccccc3c1C2c1ccccc1 (stereo not given),2,26
CC(C)Cc1nnc(N)s1,-7,6

Of the compounds above, these have a COOH group.
SMILES,TAG inh DAPI viability,TAG inh
O=C(O)CC(NS(=O)(=O)c1ccc2c(c1)OCCO2)c1ccccc1[N+](=O)[O-] (stereo not given),-2,-5
Cc1ccc2nc(Cl)c(/C=N/Nc3ccc(C(=O)O)cc3)cc2c1,-7,14
COc1cc(NC(=O)Cc2c(C(=O)O)n(C)c3ccccc23)cc(OC)c1OC,-5,3
CCOc1ccc(CNc2ccc(N3CCOCC3)c(C(=O)O)c2)cc1,-6,-19

Not all compounds are listed. The share of hits here may be higher or lower than overall.
